PP1 counter = counter-screen for PP5 inhibitors: inhibitors of human PP1-alpha. P62136. purified PP1alpha, OMFP fluorescence. inhibition, % at 6.7 µM. actives 0.9% (n = 320,000);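 active = inhibition above the mean inhibition of all tested compounds plus 3 SD, computed separately for each screening campaign, cut at about 15% in these data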
GRK2 inh = inhibitors of human GRK2 displacing RNA aptamer; P25098; bead flow cytometry, FAM-aptamer displacement from GRK2; inhibition of aptamer binding, % at 10 µM; actives 0.59% (n = 330,000); AID 488847;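 active = inhibition of aptamer binding above 40%, roughly 3 SD of noise, on plates passing a quality check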;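 also: median bead fluorescence of bound FAM aptamer so fluorescent compounds give negative values; no value below 0 was filed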
Target sequence (P25098 whole entry, looked up): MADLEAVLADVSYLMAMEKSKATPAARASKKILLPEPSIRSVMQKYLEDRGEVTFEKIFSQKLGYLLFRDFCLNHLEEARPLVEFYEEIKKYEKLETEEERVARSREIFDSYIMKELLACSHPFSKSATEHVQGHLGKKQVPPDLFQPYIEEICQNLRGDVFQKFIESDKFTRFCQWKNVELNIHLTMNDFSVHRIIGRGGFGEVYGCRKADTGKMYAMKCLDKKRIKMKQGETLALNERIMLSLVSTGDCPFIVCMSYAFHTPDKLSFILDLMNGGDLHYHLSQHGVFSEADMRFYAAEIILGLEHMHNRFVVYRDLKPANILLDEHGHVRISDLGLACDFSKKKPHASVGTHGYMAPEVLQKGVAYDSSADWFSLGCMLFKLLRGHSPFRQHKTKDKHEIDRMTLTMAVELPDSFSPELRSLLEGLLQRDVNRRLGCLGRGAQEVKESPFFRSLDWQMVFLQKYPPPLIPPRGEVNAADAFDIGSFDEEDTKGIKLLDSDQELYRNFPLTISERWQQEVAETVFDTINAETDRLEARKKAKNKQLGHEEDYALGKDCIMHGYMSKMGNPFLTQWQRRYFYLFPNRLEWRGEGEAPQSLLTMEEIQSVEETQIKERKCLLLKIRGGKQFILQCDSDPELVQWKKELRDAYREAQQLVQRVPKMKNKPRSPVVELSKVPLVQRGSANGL
proCasp7 act = counter-screen: procaspase-7 (human) activation; P55210; recombinant procaspase-7, Ac-DEVD-pNA absorbance 405 nm; D23A/D198A/D206A triple mutant, cannot self-cleave; scale: DMSO 0, 5 µM enzyme 100; activation, % at 8.5 µM; actives 0.093% (n = 330,000); AID 463210;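 active = percent activation above the screen-wide mean plus 3 SD, cut at about 25% in these data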
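Test system: Procaspase-7 triple mutant (PC-7 D3A). Also added: Ac-DEVD-pNA substrate, 400 µM as added. Schedule: 1 h enzyme–compound preincubation and 2 h substrate reaction, both 25 °C. Signal: p-Nitroaniline absorbance at 405 nm, read at 0 and 120 min. Control set: low DMSO alone, high DMSO plus 5 µM PC-7.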
GASC-1 inh = inhibitors of human GASC-1 (JMJD2C) demethylase | GST-JMJD2C(1-420) H3K9me3 demethylation, DELFIA europium | inhibition, % at 2.35 µM | actives 0.069% (n = 330,000) | AID 2099;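 active = more than half of a compound's replicate wells show inhibition beyond 50%, single wells judged on their own value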;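 also: signal counts dimethyl H3K9 product captured on neutravidin plate; 0% = median of DMSO wells and 100% = 0.3 times that DMSO median; strong numbers were not always called active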
CTSL1 counter = counter-screen for PFM18AAP inhibitors: inhibitors of F. hepatica cathepsin L1. actives 0.49% (n = 300,000). recombinant F. hepatica cathepsin L1, Z-Leu-Arg-MCA fluorescence. inhibition, % at 5.96 µM;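 active = inhibition above the mean of all tested compounds plus 3 SD, set per screening campaign, cut at about 17% in these data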;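 also: 0% = plate median of test compound wells and 100% = 1 µM Z-Phe-Ala-diazomethylketone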
VLA-4 inh = inhibition in a human VLA-4 binding assay; actives 0.2% (n = 330,000); P13612; inhibition, % (about 7 µM as worked out from the volumes in the protocol); AID 2557; VLA-4 expressing cells, ligand binding flow cytometry; in the data active = inhibition above about 50%
PP5 primary = PP5 (human) phosphatase inhibition; AID 1987; actives 0.18% (n = 320,000); purified PP5c, OMFP substrate fluorescence; inhibition, % at 6.7 µM; P53041;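 active = inhibition above the campaign's mean inhibition across all tested compounds plus 3 SD, cut at about 9.5% in these data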;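 also: 0% = DMSO only and 100% = 100 µM cantharidin control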
procasp3 activ = activators of human procaspase-3; P42574; recombinant procaspase-3 D3A, Ac-DEVD-pNA absorbance 405 nm; activation, % at 8.5 µM; actives 0.11% (n = 330,000);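 active = activation above the mean of all tested compounds plus 3 SD, cut at about 21% in these data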;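 also: 0% = DMSO alone and 100% = DMSO wells spiked with extra 5 µM PC-3 D3A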
Target sequence (P42574 whole entry D9A/D28A/D175A): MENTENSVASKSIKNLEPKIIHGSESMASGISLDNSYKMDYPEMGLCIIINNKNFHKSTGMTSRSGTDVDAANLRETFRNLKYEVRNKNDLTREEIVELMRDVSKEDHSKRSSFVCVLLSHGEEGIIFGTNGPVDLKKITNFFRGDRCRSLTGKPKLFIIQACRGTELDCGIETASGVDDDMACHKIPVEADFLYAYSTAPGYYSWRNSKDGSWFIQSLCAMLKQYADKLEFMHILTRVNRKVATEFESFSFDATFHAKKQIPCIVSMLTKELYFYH
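Test system: Procaspase-3 D3A mutant, all three cleavage aspartates alanine | Dosing: Single dose, 8.5 µM nominal compound, 0.8% DMSO | Schedule: 1 h preincubation, 2 h reaction | Technique: 405 nm absorbance of p-nitroaniline, reads at 0 and 120 min | Repeats: One well per compound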
HCV core dimer = HCV core protein dimerization inhibition; TR-FRET GST/Flag-core106 dimerization, 1536-well; AID 1899; inhibition, % at 5 µM; actives 0.33% (n = 300,000);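 active = inhibition above the mean of all tested compounds plus 3 SD, set per screening campaign, cut at about 45% in these data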
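Assay system – GST-tagged and Flag-tagged HCV core protein residues 1-106 · Quantity – core106 proteins, GST 13.5 nM and Flag 17 nM · Benchmarks – unlabelled core106 and no-GST-core106 wells · Read-out basis – percent inhibition of core106 dimerization signal · Detection – time-resolved FRET, ex 340 nm, em 617 and 671 nm · Schedule – 4 h at 22.5 °C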
Starred values were filed as active, the others as inactive; i = inactive; x = no result given; & = joins results of further samples.

SMILES,PP1 counter,GRK2 inh,proCasp7 act,GASC-1 inh,CTSL1 counter,VLA-4 inh,PP5 primary,procasp3 activ,HCV core dimer
O=C(NCCCN1CCC(Cc2ccccc2)CC1)C1CCC(=O)N1C1CCCC1 (centres undefined),-1.7,0.0,17.0,0.5,3.4,10.3,-0.1,10.6,10.2
COc1ccc(-c2nc(CS(=O)CC(=O)NC3CCCCC3)c(C)o2)cc1 (centres undefined),2.5,4.0,-6.7,14.2,4.7,-4.1,1.7,-8.0,-6.2
CCOc1ccccc1NC(=O)Nn1cnnc1,-2.0,0.0,-1.6,-6.1,-0.1,9.6,-3.2,2.5,3.2
CC(=O)Nc1ccc(CN2CCCC(C(=O)c3cccc(C(F)(F)F)c3)C2)cc1 (centres undefined),0.1,1.0,-1.9,7.9,-2.7,9.4,0.3,6.7,-6.3
CCOC(=O)Cc1cnc(NC(=O)CSc2nc(C)c(CC)c(=O)[nH]2)s1,-0.3,2.0,9.5,-0.8,-1.2,-6.1,-1.6,3.7,2.5
COc1cc(OC)cc(C(=O)NCC(=O)N2CCN(S(=O)(=O)c3ccccc3F)CC2)c1,x,1.0,1.7,-0.4,x,0.9,x,13.9,x
COc1cccc(NC(=O)CN(C)C(=O)[C@@H]2CCCN2C(=O)c2cccs2)c1,x,1.0,7.3,-2.1,x,-4.2,x,7.3,x
Cc1cc(C)c(NC(=O)c2sc3nc4c(cc3c2N)C(=O)CC(C)(C)C4)c(C)c1,-2.5,2.0,-3.6,-2.2,-1.6,-0.8,-1.4,-8.7,1.5
O=C(N/N=C/c1cccc(OCC(=O)N2CCCC2)c1)C(=O)Nc1ccccc1F,0.9,5.0,0.6,18.5,-4.0,-0.9,2.8,-1.1,-7.3
Cc1ccc(NC(=O)Nc2ccc3c(c2)CCC3)cc1C,-2.6,0.0,5.7,-4.2,0.0,5.9,0.2,-2.8,-1.1
Cn1c(C(=O)OC(C(=O)NC2CCCCC2)c2ccncc2)cc2sccc21 (centres undefined),1.1,0.0,-1.7,-4.7,-7.6,18.0,0.9,5.3,5.7
Cc1ccc(OCc2ccc(C(=O)N3CCCC3)o2)cc1C,3.7,0.0,-1.8,2.1,-3.5,10.3,2.3,-6.8,1.7
CC(C)c1ccc(CC(C)C2C3=C(CCCC3=O)OC3=C2C(=O)CCC3)cc1 (centres undefined),0.2,4.0,9.3,1.7,2.1,-0.6,4.5,11.5,3.0
Cn1c(=O)[nH]c(=O)c2c1nc(N1CCCCCC1)n2CCN1CCCCCC1,-6.2,9.0,0.4,-3.6,3.0,11.3,-2.1,-18.6,-9.8
CCOC(=O)C1CCN(C(=O)c2cccc(S(=O)(=O)Nc3ccc(C)cc3C)c2)CC1,0.2,2.0,-3.5,2.0,0.6,6.4,1.2,4.0,0.5
CCOC(=O)c1c[nH]n(-c2ccc(C)cc2)c1=O,-6.1,5.0,0.7,2.1,0.4,10.4,-1.1,4.8,-7.9
COc1ccc(C)cc1NC(=O)C1CCN(S(C)(=O)=O)CC1,-3.8,2.0,14.8,5.9,-0.4,26.2,-0.8,-4.6,7.5
O=C(NCCO)c1nc(C(=O)c2ccc(Cl)cc2)c2ccccc2n1,-0.6,5.0,-4.8,-0.5,x,0.0,-1.4,-0.1,x
CCCc1ccc(OCc2ccc(C(=O)N3CCCC3)o2)cc1,-1.6,1.0,3.3,-0.7,3.2,0.1,1.9,10.9,10.7
O=C(Nc1ccon1)c1csc2c1CCCC2,3.3,0.0,-0.2,1.2,-5.3,-0.1,2.8,-3.7,-0.7
COc1cccc(NC(=O)CSc2nccn(-c3ccc4c(c3)OCCO4)c2=O)c1,-1.4,0.0,-10.9,-1.5,7.6,29.4,-0.7,-16.9,2.9
COCC(COS(N)(=O)=O)Cc1ccccc1 (centres undefined),-2.7,0.0,-12.1,i,-5.6,-1.0,2.5,-0.6,-15.1
COc1ccc(C(=O)C2CCCN(Cc3c(O)cccc3OC)C2)cc1OC (centres undefined),0.5,0.0,2.5,34.3,1.1,15.4,-2.0,6.1,-4.6
CCC1(c2ccccc2)NC(=O)N(CC(=O)NCc2ccc(OC)cc2)C1=O (centres undefined),2.1,1.0,-6.1,-0.3,-3.5,29.6,2.5,-0.3,-8.9
Cc1cccc(-c2c3c(=O)n(C)c(=O)n(C)c3cn2-c2ccc(O)cc2)c1,-2.2,0.0,-1.0,24.3,3.6,2.7,1.7,-3.3,1.7
NC(=O)COC(=O)CC(c1ccccc1)c1ccccc1,-2.4,0.0,-1.7,0.0,-1.7,9.3,-0.2,8.1,-1.0
CCOC(=O)C1CCN(c2c(NCCN3CCN(c4ccccc4)CC3)c(=O)c2=O)CC1,-4.2,0.0,-5.4,-15.7&0.7,0.9,28.7,0.3,3.9,5.5
O=C(O)CCCc1c(-[n+]2ccccc2)[nH]c2ccccc12,-1.6,0.0,9.9,-13.4,5.6,8.7,2.8,4.8,-0.8
Cc1ccc2cc(CN(Cc3ccc(F)cc3)Cc3nnnn3C3CCCC3)c(=O)[nH]c2c1,5.6,1.0,5.3,7.7,5.5,-7.2,2.2,-1.0,-8.1
O=C(COC(=O)c1cc2ccccc2oc1=O)Nc1ccc(F)cc1F,-3.4,0.0,3.3,1.3,30.6*,6.8,2.0,6.5,-0.3
O=C(C1=C(O)C(=O)N(Cc2ccccc2)C1c1ccco1)c1ccco1 (centres undefined),2.5,0.0,-32.4,8.0,5.3,-12.0,0.1,-12.8,6.8
CCOC(=O)C1=C(C)N(CCCC(=O)O)C(=O)NC1c1ccc(Cl)cc1 (centres undefined),-0.2,0.0,4.2,1.3,-0.1,18.5,0.2,2.1,5.3
COc1cccc(C(=O)Nc2ccc3ccccc3c2)c1,1.1,1.0,1.5,-2.3,3.6,-0.3,1.5,1.1,-5.6
Cc1ccc(C)c(NC(=S)N/N=C2\CCc3ccccc32)c1,0.8,2.0,-13.4,5.2,1.2,-3.7,2.8,-4.0,5.2
Cc1ccc2c(c1)C1CN(C)CCC1N2C(=O)c1ccccc1NS(=O)(=O)c1ccc(F)cc1 (centres undefined),-3.4,0.0,1.6,25.0,5.5,-10.0,0.1,2.0,6.8
Nc1cc(Cl)ccc1Oc1ccccc1,-0.8,2.0,7.7,13.1,0.4,1.7,4.0,-0.5,-6.5
Nc1no[n+]([O-])c1-c1ccccc1,-4.6,1.0,4.8,2.1,-9.3,-3.4,1.5,-3.9,-4.1
O=C(Cc1ccccc1)Nc1ccc(NC(=O)C2CC2)nc1,3.1,2.0,4.3,15.7,-11.1,4.8,-0.8,-3.9,-4.3
COc1ccc(CC(=O)NC(=S)Nc2cccc(C)c2)cc1,-1.3,0.0,-17.0,-2.2,-1.8,-3.3,-0.7,-1.4,3.4
Cc1ccc(C)c(OCC(=O)N/N=C\c2cccn2C)c1,-4.9,0.0,-0.8,-11.8,4.1,-6.2,3.6,3.9,-1.2
O=C(c1ccc(CS(=O)Cc2ccc(Cl)cc2)o1)N1CCN(c2ccccc2)CC1 (centres undefined),1.7,0.0,0.0,-5.4,-2.6,6.6,3.8,0.0,12.6
Nc1c(C(=O)OCC(=O)Nc2ccccc2Br)[nH]c(=O)[nH]c1=O,x,3.0,-0.5,-4.7,x,-1.0,x,3.0,x
CNc1nc(SC)nc2ccccc12,-4.3,3.0,-0.2,-11.3,1.8,5.4,1.9,-8.8,0.1
CC(/C=N/NC(=O)c1nnn(-c2nonc2N)c1C(C)C)=C\c1ccccc1,3.0,0.0,3.3,3.6,0.7,-4.7,1.9,11.8,-5.3
COc1ccc(C2C(=O)N(C3CCCCCC3)CC(=O)N2Cc2ccccc2)cc1OC (centres undefined),0.2,2.0,5.9,-1.3,0.5,5.4,1.2,-4.7,4.8

Arranged by molar mass (descending): some entries from above
SMILES,PP1 counter,GRK2 inh,proCasp7 act,GASC-1 inh,CTSL1 counter,VLA-4 inh,PP5 primary,procasp3 activ,HCV core dimer
CCOC(=O)C1=C(C)N(CCCC(=O)O)C(=O)NC1c1ccc(Cl)cc1 (centres undefined),-0.2,0.0,4.2,1.3,-0.1,18.5,0.2,2.1,5.3
COc1ccc(CC(=O)NC(=S)Nc2cccc(C)c2)cc1,-1.3,0.0,-17.0,-2.2,-1.8,-3.3,-0.7,-1.4,3.4
Cc1ccc(C)c(NC(=S)N/N=C2\CCc3ccccc32)c1,0.8,2.0,-13.4,5.2,1.2,-3.7,2.8,-4.0,5.2

(next part)
SMILES,PP1 counter,GRK2 inh,proCasp7 act,GASC-1 inh,CTSL1 counter,VLA-4 inh,PP5 primary,procasp3 activ,HCV core dimer
COc1ccc(C2C(C#N)=C3NC(=O)c4c(sc5c4CCCCC5)N3C3=C2C(=O)CC(C)(C)C3)cc1 (centres undefined),15.8*,2.0,-5.8,7.5,2.7,-69.8,1.1,-6.7,46.0*
Cc1ccc(CNC(=O)c2ccccc2NC(=O)CSc2nnnn2C)cc1,0.5,3.0,5.8,10.5,-0.6,12.8,2.3,-5.1,2.7
CC(=O)Nc1c(C(=O)N2CCCCCC2)cnn1-c1ccccc1,-3.5,0.0,1.9,0.3,1.6,10.6,-0.6,0.9,-6.8
O=C(NNc1c(Cl)cncc1Cl)c1sccc1Cl,-4.6,2.0,-0.1,14.1,-1.5,6.7,-2.5,-3.7,3.7
c1ccc(-c2csc3ncnc(N4CCN(Cc5ccc6c(c5)OCO6)CC4)c23)cc1,-1.1,0.0,4.0,-11.9,0.2,i,1.7,3.7,3.6

This is a random part of the collection; any-hit rate near 2.6%.
